Source: PubChem (Sanford-Burnham Center for Chemical Genomics)
UBC13 inh: human UBC13 polyubiquitination inhibition. UBC13 polyubiquitin chain formation, TR-FRET. 330,000 compounds, 0.47% hits. AID 485273. inhibition, % at 20 µM. P61088; in the data active means inhibition above about 45%, passing the limit was not always enough
SENP8 block-1: SENP8 protease inhibition; Q96LD8; purified SENP8, Z-RLRGG-aminoluciferin cleavage, luminescence; inhibition, % at 10 µM; 330,000 compounds, 1.2% hits; AID 2540; in the data active means inhibition above about 50%
SENP1 FRET inh: inhibitors of human SENP1 SUMO protease catalytic domain. recombinant SENP1 catalytic domain, CyPet-SUMO1-YPet FRET cleavage. Q9P0U3. 360,000 compounds, 0.21% hits. inhibition, % at 10 µM. AID 624204;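 active means inhibition at least 30% at 10 µM, raw YFP signal under a set limit, fluorescence ratio 0.5 to 1.5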;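 further: 0% = enzyme with DMSO and 100% = no enzyme wells; some results filed as inactive read as strong as hits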
Target sequence (Q9P0U3 419-644 limits assumed): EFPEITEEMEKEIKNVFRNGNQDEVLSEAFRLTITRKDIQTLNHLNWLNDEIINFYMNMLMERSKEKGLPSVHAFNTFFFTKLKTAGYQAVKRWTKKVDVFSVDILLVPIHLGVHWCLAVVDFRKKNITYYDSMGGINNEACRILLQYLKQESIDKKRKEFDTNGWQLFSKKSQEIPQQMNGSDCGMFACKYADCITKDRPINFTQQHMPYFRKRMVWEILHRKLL
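Controls: no-enzyme wells low, DMSO-plus-enzyme wells high control. Test system: human recombinant His6-tagged SENP1 catalytic domain enzyme. Reagent: SFCypet-SUMO1-SFYpet FRET protein substrate, 25 nM final. Doses: one dose per compound, 10 µM, 0.5% DMSO. Detection: FRET, CFP and YFP emission. Timing: 50 min reaction at room temperature.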
beta cell repl: MIN6 beta-cell proliferation induction | MIN6 cells proliferation, ATPlite luminescence, 48 h; cells starved in 0.2% serum; 100% = growth in 10% serum | proliferation, % at 10 µM | 330,000 compounds, 0.29% hits;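 active means compounds whose signal lies at least 3.5 SD above the mean of all wells on their plate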;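 further: 0% = DMSO-treated cells in low-serum medium and 100% = 10% serum control; some compounds called inactive have numbers as strong as hits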
SENP8 block-2: blocks human SENP8 cleavage of Nedd8 substrate | inhibition, % at 20 µM | recombinant SENP8, Nedd8 substrate fluorescence | 360,000 compounds, 0.64% hits | AID 602440; in the data active means inhibition mostly above about 40%, no sharp cut-off; inactive means mostly below about 27%
SENP6 block: blocks the human protease SENP6; Recombinant SENP6 catalytic domain, aminoluciferin luminescence; inhibition, % at 10 µM; 330,000 compounds, 1.8% hits; AID 2599;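 active means inhibition above about 50% at the single tested dose, limit read from the data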;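 further: plate controls were DMSO wells with enzyme for no effect and DMSO wells lacking enzyme for full effect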
Target sequence (Q9GZR1 628-1112 limits assumed): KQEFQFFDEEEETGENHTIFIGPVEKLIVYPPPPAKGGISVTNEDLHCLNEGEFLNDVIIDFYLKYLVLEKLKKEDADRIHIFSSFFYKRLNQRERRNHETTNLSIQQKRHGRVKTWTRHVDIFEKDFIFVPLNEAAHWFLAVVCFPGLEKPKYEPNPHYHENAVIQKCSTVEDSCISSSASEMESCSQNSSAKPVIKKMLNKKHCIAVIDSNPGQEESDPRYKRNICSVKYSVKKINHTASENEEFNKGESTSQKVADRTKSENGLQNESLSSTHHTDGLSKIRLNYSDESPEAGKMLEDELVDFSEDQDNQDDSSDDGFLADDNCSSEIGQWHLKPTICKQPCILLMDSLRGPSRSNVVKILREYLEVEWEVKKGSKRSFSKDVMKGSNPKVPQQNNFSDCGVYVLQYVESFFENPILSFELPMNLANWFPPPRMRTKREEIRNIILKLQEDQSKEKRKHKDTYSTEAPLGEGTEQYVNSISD
PfGluPho inh: PfG6PD (Plasmodium falciparum) enzyme inhibition; PfGluPho enzyme, NADPH resazurin-diaphorase fluorescence; inhibition, % at 20 µM; 350,000 compounds, 0.78% hits;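 active means inhibition reaching at least a set limit at 20 µM in the primary screen, cut at about 59% in these data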;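 further: 0% = DMSO wells with substrate and 100% = DMSO wells lacking glucose-6-phosphate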
SENP7 block: blocks the human protease SENP7. Q9BQF6. recombinant SENP7, Z-RLRGG-aminoluciferin luminescence, 40 min. inhibition, % at 5 µM. 330,000 compounds, 1.5% hits. AID 434973;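 active means inhibition above about 50% at the single test dose, limit read from the data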;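 further: plate controls were DMSO with enzyme for no effect and no enzyme buffer wells for full effect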
Target sequence (Q9BQF6 706-1050 limits assumed): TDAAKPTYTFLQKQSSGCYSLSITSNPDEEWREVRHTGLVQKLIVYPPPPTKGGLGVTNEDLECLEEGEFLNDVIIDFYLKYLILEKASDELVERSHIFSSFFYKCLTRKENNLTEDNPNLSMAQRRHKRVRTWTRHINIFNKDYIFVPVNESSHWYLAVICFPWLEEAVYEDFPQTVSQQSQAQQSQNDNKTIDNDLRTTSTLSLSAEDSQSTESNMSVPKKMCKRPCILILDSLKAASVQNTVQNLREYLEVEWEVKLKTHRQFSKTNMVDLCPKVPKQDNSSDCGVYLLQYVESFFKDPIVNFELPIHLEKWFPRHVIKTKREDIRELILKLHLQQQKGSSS
HKDC1 inhibitor: blocks human hexokinase HKDC1 activity. recombinant HKDC1, G6PDH/diaphorase resazurin coupled fluorescence. inhibition, % at 20 µM. 340,000 compounds, 0.16% hits. Q2TB90;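 active means inhibition above about 35% when tested at 20 µM, limit read from the data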;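 further: plate controls were DMSO wells with enzyme for no effect and DMSO wells lacking enzyme for full effect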
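Assay system – recombinant HKDC1 (HK5) hexokinase enzyme, produced in-house · Input – HKDC1 at 5 µg/mL · Reagent – glucose plus 1 mM ATP as hexokinase substrates · Timing – 90 min reaction incubation at room temperature, dark · Measured by – G6PDH/diaphorase-coupled fluorescence, 1 mM NADP, 100 µM resazurin, 525/613 nm · Benchmarks – DMSO-enzyme wells negative, buffer-substituted wells positive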
* hit, by the source's call; i = inactive; / = no result given. Outcome played no part in choosing rows; 4% or so of the library scored in one or more.

SMILES	UBC13 inh	SENP8 block-1	SENP1 FRET inh	beta cell repl	SENP8 block-2	SENP6 block	PfGluPho inh	SENP7 block	HKDC1 inhibitor
C[C@@H]1CN([C@H](C)CO)C(=O)c2cc(NC(=O)Nc3ccc(C(F)(F)F)cc3)ccc2O[C@H]1CN(C)C(=O)Nc1ccc(F)cc1	/	/	1	/	4	/	16	/	0
O=C(Nc1ccc(Oc2ccc(NC(=O)Nc3ccccc3Cl)cc2)cc1)Nc1ccccc1Cl	-14	12	0	-4	17	11	-6	5	-8
CCCCC(=O)c1ccc(OC(=O)c2ccc([N+](=O)[O-])cc2)cc1	/	/	0	/	16	/	20	/	-2
CC(C)CCC(C)NC(=O)CN1C(=O)NC(C)(c2ccc3ccccc3c2)C1=O (stereo not drawn)	-11	10	-1	-3	11	5	2	-7	-1
CC1=C(C#N)C(Nc2ccc(C)cn2)(C(F)(F)F)C(=O)N1 (stereo not drawn)	6	12	-7	-2	4	2	-5	-3	-6
Cc1nc2sccn2c(=O)c1S(=O)(=O)Nc1ccc(N2CCN(C(=O)C(C)C)CC2)cc1	-5	-5	0	-2	14	12	-7	-8	-5
C/C(CC1CC(COCC(C)C)OC1=O)=N\Nc1nc(-c2ccccc2)cs1 (stereo not drawn)	-12	1	10	-1	-29	-4	17	0	-5
CCN(CC)S(=O)(=O)c1ccc(Cl)c(NC(=O)COC(=O)/C=C/c2ccc(O)c(OC)c2)c1	-6	-3	-109	-2	-336	0	28	6	-6
CCOc1ccccc1C(=O)OCC(=O)Nc1cc(S(=O)(=O)N2CCOCC2)ccc1C	6	3	3	2	11	9	-9	-1	-7
COc1cccc(NC(=O)Cc2c(C(=O)O)[nH]c3ccccc23)c1	-8	-3	0	-2	12	-6	-19	16	-3
CC(=O)c1cccc(NC(=O)Nc2c(C)nn(C)c2C)c1	0	-4	1	-1	13	-6	10	7	1
c1coc(Cn2nnnc2CN2CCN(C3CCCC3)CC2)c1	-3	0	1	0	13	-19	39	4	-6
O=S(=O)(c1ccccc1)N1CCN=C1SCc1ccc(Cl)c(Cl)c1	4	4	0	-6	9	-4	21	0	-4
CCOC(=O)N1CCN(C(=O)C2CCN(C(=O)c3ccc(C(C)(C)C)cc3)CC2)CC1	3	3	1	-2	4	0	-9	2	-3
CCOc1cccc(OCCCCn2ccnc2)c1	-2	2	1	-2	13	-3	-13	4	-7
C=C(C)COc1ccc(-c2ncncc2-c2ccc(OC)cc2)c(O)c1	0	-1	-4	-1	0	7	0	-5	0
CCOC(=O)c1c(C)[nH]c(C(=O)OCC(=O)N(C)C2CCS(=O)(=O)C2)c1C (stereo not drawn)	-14	-7	-1	-6	8	-22	0	-6	5
O=C(CN1CCOCC1)NCCNS(=O)(=O)c1ccccc1	0	-5	1	-3	4	-7	-19	0	2
CC(C)C[C@H]1CNC(=S)N1CC1CCN(CCCC2CCCC2)CC1	/	/	1	/	6	/	4	/	-3
N#CC1=C2SC=C(c3ccc(Br)cc3)N2CCCC1=O	-6	-21	-1	-3	13	0	20	-7	-4
COC(=O)C1C(C(=O)OC)C1(c1ccccc1)c1ccccc1 (stereo not drawn)	-5	-2	0	-5	5	-16	-15	-3	-4
COc1ccc(N(C(=O)CNC(=O)c2cccs2)C(C(=O)NCC2CCCO2)c2ccc(OC)c(OC)c2)cc1 (stereo not drawn)	0	-3	0	3	13	-2	5	7	-8
Cc1ccc(CNC(=O)CC2Nc3c4ccccc4nc(=S)n3C2=O)cc1 (stereo not drawn)	38	5	/	0	/	36	/	6	/
COc1ccccc1CNC(=O)C(NC(=O)Nc1ccccc1)C(C)C (stereo not drawn)	3	0	-3	-1	-6	-27	3	-6	-5
CCOc1cccc2sc(N(CCCN(C)C)C(=O)c3ccc(S(=O)(=O)N(C)CC4CCCO4)cc3)nc12 (stereo not drawn)	2	7	1	-6	10	-3	3	7	-1
SMILES	UBC13 inh	SENP8 block-1	SENP1 FRET inh	beta cell repl	SENP8 block-2	SENP6 block	PfGluPho inh	SENP7 block	HKDC1 inhibitor
COc1ccc(NC(=O)c2cc(F)c(F)cc2Cl)cc1Cl	9	10	3	-1	15	48	18	39	-7
O=C(CNC(=O)c1cccs1)OCc1c(F)cccc1Cl	8	0	2	-2	10	-3	11	-2	-3
O=C(CSc1nncs1)NC1CCCc2ccccc21 (stereo not drawn)	5	1	2	0	6	14	-13	-3	-8
Cc1cc2cc(C)c(NCCNC(=O)c3cccs3)nc2cc1C	19	2	1	-6	-144	-16	-18	8	-5
COc1ccc(-c2oc3ccc(N4CCOCC4)cc3c2/C=C/c2ccc(OC)c(OC)c2)cc1	-3	-17	-18	-7	i	-17	19	5	2
CCOC(=O)C1(Cc2ccc(Cl)cc2)CCN(Cc2ccon2)CC1	4	6	1	-1	4	2	9	11	-10
O=C(NCCc1ccc(Cl)cc1)c1ccc(NC2=NC3CS(=O)(=O)CC3S2)cc1 (stereo not drawn)	-9	-8	0	-3	-4	-13	-7	19	-4
NS(=O)(=O)c1ccc(NC(=O)COC(=O)CCc2c[nH]c3ccccc23)cc1	-8	-7	2	-3	-5	-32	4	0	-6
NC(=S)N/N=C/c1ncc(C(F)(F)F)cc1Cl	-21	-4	3	-4	-123	-12	4	-10	-12
Cc1cc(/C=C2\C(=N)N3N=C(C(C)C)SC3=NC2=O)c(C)n1Cc1ccccc1	4	-3	-6	-3	1	-2	2	3	-1
Cc1ccc(S(=O)(=O)N2CCCCC2)cc1	0	-1	2	-1	14	-2	2	0	4
OC(c1ccccc1)c1nc2ccccc2s1 (stereo not drawn)	-4	-16	1	0	17	-10	2	17	-3
COc1ccc(S(=O)(=O)N(C)CC(=O)Nc2cccc(C(C)=O)c2)cc1	5	-5	-12	-1	10	-13	-17	-2	2
O=C(O)CCNS(=O)(=O)c1ccc2ccccc2c1	-18	2	3	-1	6	-12	-8	0	-7
Cc1cc(C)n2nc(SCC(=O)Nc3c(C)nn(-c4ccccc4)c3C)nc2n1	6	0	0	-3	23	2	-15	1	1
Cc1ccc(C(=O)Nc2nc(-c3ccc(F)cc3)cs2)o1	9	-8	0	-2	-38	0	0	-10	-2
COc1ccc(-n2ncc3c(=O)n(CC(=O)OCc4ccccc4)cnc32)cc1	-2	-2	1	-1	-63	-10	-3	5	-6
COc1ccc(CC(=O)Nc2nnc(SCc3ccccc3)s2)cc1S(=O)(=O)N1CCOCC1	11	-2	-8	-2	-7	-8	-37	1	7
CCCCN=C1NN=C(c2ccc3c(c2)OCCO3)CS1	0	18	3	-5	-10	15	28	-2	-27
CCc1ccc(OCC(=O)O/N=C(\N)c2ccncc2)cc1	4	-6	-3	-3	10	0	1	-2	3
CCC1(C)CC(=O)N(c2ccc(C(=O)O)c(O)c2)C1=O (stereo not drawn)	9	0	0	-2	-20	-12	-13	1	-6
Cc1cc(-c2c(C(=O)N3CCOCC3)c(C)nn2-c2cccc(C(F)(F)F)c2)no1	-2	-3	0	0	-1	6	7	3	0
COc1cc(NC(=O)CN2CCN(c3ccccc3)CC2)c(C)cc1[N+](=O)[O-]	-13	1	-1	-1	19	2	11	8	-9
COc1ccc(NC(=O)C2CC(=O)N=C(N)S2)cc1 (stereo not drawn)	-8	4	-1	-2	10	13	-1	-2	-6
COc1ccc(-n2c(=S)[nH]c3cc(C(=O)Nc4cc(OC)c(OC)c(OC)c4)ccc3c2=O)c(OC)c1	15	1	2	-1	25	27	13	1	-3

The list goes on; the last 4 above are carried over.
SMILES	UBC13 inh	SENP8 block-1	SENP1 FRET inh	beta cell repl	SENP8 block-2	SENP6 block	PfGluPho inh	SENP7 block	HKDC1 inhibitor
Cc1cc(-c2c(C(=O)N3CCOCC3)c(C)nn2-c2cccc(C(F)(F)F)c2)no1	-2	-3	0	0	-1	6	7	3	0
COc1cc(NC(=O)CN2CCN(c3ccccc3)CC2)c(C)cc1[N+](=O)[O-]	-13	1	-1	-1	19	2	11	8	-9
COc1ccc(NC(=O)C2CC(=O)N=C(N)S2)cc1 (stereo not drawn)	-8	4	-1	-2	10	13	-1	-2	-6
COc1ccc(-n2c(=S)[nH]c3cc(C(=O)Nc4cc(OC)c(OC)c(OC)c4)ccc3c2=O)c(OC)c1	15	1	2	-1	25	27	13	1	-3
COc1ccc(/C=N/NC(=O)c2cccc(Br)c2)cc1COc1ccccn1	-12	-4	3	-1	-9	0	-19	10	-3
O=C(Nc1cccnc1Cl)c1cccc(F)c1	11	-1	/	1	/	14	/	0	/
Cc1cc(C)n(CCC(=O)Nc2cccc(F)c2)n1	3	-1	2	-1	9	-17	-3	2	-7
COc1ccccc1NC(=O)c1ccc(NC(=O)CSc2n[nH]c(N)n2)cc1	5	0	1	-3	16	-15	10	-2	-3
CC(=O)N1CC=CC1(C)C(=O)O (stereo not drawn)	9	0	-4	-3	9	-8	-9	-2	-5
COc1cccc(C2(O)CCN(C(=O)C3CCC3)CC2)c1	-10	-7	-2	3	-7	-17	-9	1	-3
CC(NC(=O)C1CCN(C(=O)c2cccs2)CC1)c1ccc(S(N)(=O)=O)cc1 (stereo not drawn)	34	0	-1	0	11	5	1	-3	-13
Cc1ccc(C(=O)NCC(=O)OCC(=O)NC2CCCCCCC2)cc1	3	-2	1	1	8	0	0	-7	-5
COc1ccc(C2C(C#N)=C(N)Oc3cc(O)ccc32)cc1OC (stereo not drawn)	3	-2	-17	1	-138	-15	2	12	-3
Cc1cccc(OCC(=O)NCCN2CCOCC2)c1	8	0	2	1	15	-3	6	-1	-7
CCCCc1n[nH]c(=S)n1Cc1ccc(C)cc1	-6	-3	2	1	7	2	27	-5	11
CCCc1nc2ccccc2c(C(=O)N(CC)CC(=O)NCc2cccs2)c1CC	2	4	-2	4	2	-3	6	2	-3
C[C@@H]1C[C@H]2[C@@H]3C[C@H](F)C4=CC(=O)C=C[C@]4(C)[C@@]3(F)[C@@H](O)C[C@]2(C)[C@@]1(O)C(=O)CO	0	7	3	0	6	-5	10	1	-5
Cc1ccc(CN(Cc2ccco2)C(=O)c2ccco2)cc1	5	-3	3	0	7	11	-18	-2	-3
CCC(c1nnc(SCC(=O)Nc2cccc(S(N)(=O)=O)c2)n1-c1ccc(OC)cc1)N(C)C (stereo not drawn)	4	5	-1	-3	9	-21	-12	3	-4
CC1=NN(c2ccc(C(F)(F)F)cn2)C(=O)C1	-42	8	0	-2	75*	15	-15	12	-11
C=CCNC(=O)c1cc2cccc(OC)c2oc1=O	-7	-1	3	-3	-54	-4	-6	5	0
COc1ccc(-n2nnc3c(SCC(=O)N4CCCc5ccccc54)ncnc32)cc1	1	-5	2	-1	-43	-1	-27	36	1
COc1ccc(-c2cccc(-c3nc4ccc(Cl)cn4c3NC3CCCCC3)c2)cc1	5	-3	-47	-6	-485	11	24	5	4
COc1cc(C(=O)OCC(=O)NC2CCS(=O)(=O)C2)ccc1OCc1c(C)noc1C (stereo not drawn)	2	5	0	0	8	-7	-4	5	-13
COc1ccc(NC(=O)COc2nsnc2N2CCCCC2)cc1	3	2	-1	0	11	12	-6	1	9
Cc1cnc(NC(=O)C(C)N2CCN(C)CC2)s1 (stereo not drawn)	-8	-13	2	-1	3	-1	1	-4	-11
